yeast mlh1 rad18: NCI yeast anticancer drug screen, S. cerevisiae mlh1 rad18 strain; % growth inhibition at 50 µM; 79,000 tested, 11% active;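 further: 0% = growth of vehicle-only cultures of the same strain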
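Read-out is yeast growth inhibition, calculated against vehicle-only controls. The compound was applied to a strain engineered with DNA damage repair alterations.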
yeast cln2 rad14: NCI yeast anticancer drug screen, S. cerevisiae cln2 rad14 strain; growth inhibition, % at 50 µM; 78,000 tested, 8.3% active; AID 165;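 further: 0% = growth of vehicle-only cultures of the same strain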
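Growth of compound-exposed yeast (cln2 rad14 genotype) measured and expressed as inhibition relative to vehicle.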
yeast mec2-1: NCI yeast anticancer drug screen, S. cerevisiae mec2-1 strain; growth inhibition, % at 50 µM; 79,000 tested, 9% active; AID 157;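 further: 0% = growth of vehicle-only cultures of the same strain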
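Each compound was tested on mec2-1 yeast, a strain altered in DNA damage repair or cell cycle control. Growth inhibition is reported relative to vehicle.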
rad50: NCI yeast anticancer drug screen, S. cerevisiae rad50 strain. % growth inhibition at 50 µM. 79,000 tested, 10% active. AID 155;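 further: 0% = growth of vehicle-only cultures of the same strain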
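Inhibition values express reduced yeast growth in compound-treated cultures relative to vehicle-treated controls.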
yeast bub3: NCI yeast anticancer drug screen, S. cerevisiae bub3 mutant strain. growth inhibition, % at 50 µM. AID 167. 78,000 tested, 9.9% active;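 further: 0% = growth of vehicle-only cultures of the same strain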
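Part of a panel of yeast mutants defective in DNA damage repair or cell cycle regulation. Each strain is grown with compound, and inhibition is calculated relative to solvent-treated cultures.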
sgs1 mgt1: NCI yeast anticancer drug screen, S. cerevisiae sgs1 mgt1 strain; % growth inhibition at 50 µM; 78,000 tested, 10% active; AID 161;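 further: 0% = growth of vehicle-only cultures of the same strain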
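Genetically altered yeast, compound exposure, growth inhibition relative to vehicle.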
The depositor's hits bear a star; & = joins results of further samples. No stated cut-off is given here; in the data, active means growth inhibition above about 70%; inactive means the rest.

SMILES | yeast mlh1 rad18 | yeast cln2 rad14 | yeast mec2-1 | rad50 | yeast bub3 | sgs1 mgt1
C[C@]12CC[C@H]3[C@@H](CCC4=CC(=O)CC[C@@]43C)[C@@H]1CC[C@@H]2O[Si](O[C@H]1CC[C@H]2[C@@H]3CCC4=CC(=O)CC[C@]4(C)[C@H]3CC[C@]12C)(O[C@H]1CC[C@H]2[C@@H]3CCC4=CC(=O)CC[C@]4(C)[C@H]3CC[C@]12C)c1ccccc1 | 95* | 59 | 90* | 76* | 82* | 97*
[N-]=[N+]=NCN1C(=O)C2C3C=CC(C2C1=O)C1C2C(=O)N(CN=[N+]=[N-])C(=O)C2C31 (stereo not drawn) | -42 | 4 | -4 | -3 | -26 | -39
CCc1cc2nc3c(=O)[nH]c(=O)nc-3n(CCN(CCO)CCO)c2cc1CC | 82* | 37 | 31 | 41 | 18 | 55
Cc1nc(N)sc1C(=O)Nc1ncn[nH]1 | -31 | 10 | -46 | -29 | 9 | -17
CC(=O)O/N=C/c1cc2c(cc1Br)OCO2 | 4 | 4 | -8 | -15 | -19 | -6
CCCCC(=O)N/N=C/c1ccc([N+](=O)[O-])s1 | 97* | 91* | 96* | 97* | 96* | 95*
O=C(Nc1cccc2ccccc12)C1C(=O)C(=O)N(c2cccc3ccccc23)C1=O (stereo not drawn) | -14 | 6 | 4 | 15 | -3 | 11
O=C(c1ccc(Oc2ccccc2)cc1)C(C(c1ccccc1)N1CCOCC1)N1CCOCC1 (stereo not drawn) | 75* | 54 | 63 | 61 | 73* | 89*
Clc1cc2ccccc2c2ccccc12 | 93* | -52 | 11 | 85* | 77* | 75*
O=C1C=C(O)C(=O)C=C1O | 28 | 0 | -10 | 4 | -2 | 15
CCN(CC)C(=O)c1c(N2CCOCC2)cc(N(CC)CC)oc1=O | -41 | -9 | -8 | -10 | -38 | -47
Cn1c(=O)c2c(nc(CCCCCCCc3nc4c(c(=O)n(C)c(=O)n4C)n3C)n2C)n(C)c1=O | 36 | 60 | 23 | 49 | 17 | 42
O=C(O)CS(=O)(=O)c1ccc(Cl)cc1 | -7 | -26 | -6 | 20 | -9 | -4
CCc1cccc(C)c1NC(=O)CC1Sc2ccccc2NC1=O (stereo not drawn) | 28 | 11 | -1 | 24 | 16 | -11
COC1(OC)C=CC2C1C1C=CC2C1(OC)OC (stereo not drawn) | -24 | 20 | -9 | -21 | -11 | 4
O=C/C(=C(/Cl)c1ccc(O)cc1)c1ccccc1 | 38 | 18 | 29 | 55 | 29 | 44
C[n+]1c(-c2ccc(/C=N/NC(=O)c3ccc(C(=O)N/N=C/c4ccc(-c5cn6ccccc6[n+]5C)cc4)nc3)cc2)cn2ccccc21 | 99* | 99* | 99* | 99* | 99* | 99*
Cc1ccc(S(=O)(=O)N(c2ccccc2-c2ccccc2)C(C)C(=O)O)cc1 (stereo not drawn) | 94* | 92* | 88* | 92* | 82* | 96*
COc1ccc(OC)c(/C=C/C2=C(C)C(=O)CC(c3cc(OC)ccc3OC)C2C)c1 (stereo not drawn) | 4 | 9 | 12 | 4 | 2 | 28
O=C(O)COc1cccc(Cl)c1Cl | -1 | 1 | -11 | -16 | -4 | 1
CC1(Br)CC2OC3(Br)C=CC(C)(O)C2(CC1=O)C3(C)C (stereo not drawn) | 26 | 16 | 11 | 27 | 20 | 13
O=C(O)c1ccc(C(=O)O)c(C(=O)O)c1.[NH-]C1CCCCC1[NH-].[Pt+2] | -11&30 | -32&12 | 7&27 | -14&20 | -5&32 | -10&26
CCOC(=O)C1=C(C)N[C@H](c2ccccc2[N+](=O)[O-])N[C@H]1c1ccccc1[N+](=O)[O-] | 9 | 7 | 20 | 22 | 1 | 20
CCCCCCCCCCCCCCCCNC(=O)C(C)O (stereo not drawn) | 30 | -14 | 3 | 24 | 8 | 17
O=Nc1cc(-c2nccc3ccccc23)[nH]c1-c1ccccc1 | -13 | -5 | 12 | 4 | 14 | 2
N/N=C(\N)SCc1ccc(N=C=S)cc1 | 16 | 19 | 7 | -5 | 16 | 17
O=C(CC(=O)N1N=C(N(c2ccccc2)c2ccccc2)CC1c1ccccc1)Nc1ccc(Cl)cc1 (stereo not drawn) | -16 | 23 | 2 | 5 | 19 | -8
CC(=O)Nc1cc(C)cc(C)c1 | 20 | -3 | 3 | -12 | -3 | 18
OCC(O)C(O)C(O)C(O)[C@@H](O)c1nc2ccccc2[nH]1 (stereo partly drawn) | 12&-4 | -16&-34 | 0&3 | -12&-5 | 21&3 | -4&-3
O=C1OCc2cnccc21 | -19 | -11 | -7 | -14 | -13 | -3
Cc1c(N=Cc2ccccc2)c(=O)n(-c2ccccc2)n1C | -27 | -2 | -60 | -28 | -61 | -6
CC1=NN(c2ccccc2)C(=O)/C1=C1\SC(c2ccccc2)(c2ccccc2)c2ccccc21 | -30 | 8 | 1 | -29 | 23 | 2
C/C=C/COc1c(C)cc(C)cc1/C=C/C | 20 | -74 | -13 | -4 | -17 | 4
CC1=NN(c2nc(N)nc(CO)n2)C(C)(C)C1 | -72 | 6 | 6 | 12 | 1 | 3
COc1cc(C(=O)NC2CC(C)CC(C)(C)C2)cc(OC)c1OC (stereo not drawn) | 6 | 1 | 16 | 15 | 20 | -2
CC(C)[Si](C#CC[Si](C(C)C)(C(C)C)C(C)C)(C(C)C)C(C)C | -9 | -18 | -6 | -14 | -20 | -17
Cc1ccccc1-n1nnc2ccccc2c1=O | 7 | -16 | -1 | 3 | 12 | -10
Oc1ccc(Br)cc1C(=S)N1CCOCC1 | 37 | 4 | 18 | 9 | -10 | 4
COc1cc2cc(c1Cl)NC(=O)/C=C/C(C)=C/[C@H](C)[C@@H]1C[C@@](O)(NC(=O)O1)[C@H](OC)C=C/C=C(\C)C2 | 25 | 30 | 11 | 37 | 9 | 45
Nc1cc(Nc2ccccc2)nc(N)n1 | 9 | 10 | -18 | 11 | -21 | -7
CCCCCCCCCCCCCCCCOc1ccc(C(=O)O)cc1NC(=O)/C(N=O)=C(\C)O | 0 | 4 | -20 | -8 | 7 | 2
CC(O)/C=C/C(C)O (stereo not drawn) | -8 | 13 | -7 | 8 | -12 | -20
O=c1sc2ccccc2n1CCSCCn1c(=S)sc2ccccc21 | 20 | 26 | 4 | 55 | 8 | 34
CC12CCC(=O)C=C1CCCC2=O (stereo not drawn) | -3 | -15 | -12 | -8 | -8 | -12
CCN(CC)C(=O)COc1ccc(Cl)cc1 | -21 | -42 | -8 | 2 | -27 | -6
Cc1cc(C(c2ccccc2)(c2ccccc2)c2ccccc2)ccc1N | 18 | -12 | 11 | 2 | -2 | 6
C1CCC(C2=NC3CCCCC3SC2)CC1 (stereo not drawn) | 91* | 90* | 93* | 92* | 92* | 94*
CCOC1(c2cccc([N+](=O)[O-])c2)c2ccccc2Oc2ccccc21 | 62 | 4 | 26 | 52 | 52 | 58
Cc1ccc(C(=O)c2ccc([N+](=O)[O-])cc2)cc1 | -41 | -50 | -20 | -21 | 8 | -35
Nc1cc2c3c(cccc3c1N)CC2 | 19 | -4 | -2 | 12 | 10 | 9
O=C(O)C1C(Br)(c2ccccc2)C1(Br)c1ccccc1 (stereo not drawn) | 60 | 84* | 18 | 91* | 7 | 69
COc1ccc(OC)c(N=Nc2cc(OC)ccc2OC)c1 | -12 | -14 | -8 | -14 | 3 | 1
CCn1ncc2c1nc(-c1ccccc1)c[n+]2[O-] | -52 | -12 | 4 | 17 | -45 | -34
CCc1cc(C)cc(CC)c1 | -8 | 19 | -57 | -20 | -49 | -55
COc1ccc(C2=CC3CCC2C3)cc1 (stereo not drawn) | -7 | 6 | -23 | -5 | -16 | -32
O=S1(=O)CCCCN1c1ccccn1 | -30 | -41 | -2 | -16 | -13 | -1
Cc1cccc(Cl)c1NC(=O)C(Cl)Cl | 15 | 5 | 10 | 6 | 17 | 8
Cc1nn(-c2ccc([N+](=O)[O-])cc2)c2c1C(C)(C)C(C#N)=C(N)O2 | 7 | -4 | -7 | -10 | 1 | -4
Cc1ccc(C(C)C)cc1C(O)CN1CCOCC1 (stereo not drawn) | 41 | -26 | 18 | 41 | 12 | 27
CCCN1COC(OCC)C(C)(C)C1 (stereo not drawn) | 41 | 4 | 26 | 28 | 31 | 33

In another format: entries from further up
Molecule,yeast mlh1 rad18,yeast cln2 rad14,yeast mec2-1,rad50,yeast bub3,sgs1 mgt1
CCc1cc(C)cc(CC)c1,-8,19,-57,-20,-49,-55
CCCN1COC(OCC)C(C)(C)C1 (stereo not drawn),41,4,26,28,31,33
COc1ccc(OC)c(N=Nc2cc(OC)ccc2OC)c1,-12,-14,-8,-14,3,1
O=C(O)C1C(Br)(c2ccccc2)C1(Br)c1ccccc1 (stereo not drawn),60,84*,18,91*,7,69
COc1ccc(C2=CC3CCC2C3)cc1 (stereo not drawn),-7,6,-23,-5,-16,-32

One compound at a time, from the list above.
Results for Nc1cc2c3c(cccc3c1N)CC2 → yeast mlh1 rad18: 19; yeast cln2 rad14: -4; yeast mec2-1: -2; rad50: 12; yeast bub3: 10; sgs1 mgt1: 9
Results for COc1ccc(OC)c(N=Nc2cc(OC)ccc2OC)c1 → yeast mlh1 rad18: -12; yeast cln2 rad14: -14; yeast mec2-1: -8; rad50: -14; yeast bub3: 3; sgs1 mgt1: 1

Continuation:
SMILES | yeast mlh1 rad18 | yeast cln2 rad14 | yeast mec2-1 | rad50 | yeast bub3 | sgs1 mgt1
CCC1(OC(=O)CN2CCN(CCO)CC2)C(=O)OCc2c1cc1n(c2=O)Cc2cc3ccccc3nc2-1 (stereo not drawn) | 78* | 9 | 20 | 18 | -21 | 3
Cc1ccc(S(=O)(=O)Oc2ccc3oc4c(CO)ccc(NCCN(C)C)c4c(=O)c3c2)cc1 | 43 | -2 | -18 | 17 | -9 | 98*
CCC1=C(C)/C(=C/c2[nH]c(C)cc2C)N=C1C | 12 | -55 | 1 | 6 | 0 | 4
CCOC(=O)NC(=O)c1cn(CCN2CCN(C(=O)NCCCCCCNC(=O)N3CCN(CCn4cc(C(=O)NC(=O)OCC)c(=O)[nH]c4=O)CC3)CC2)c(=O)[nH]c1=O | -12 | -19 | 15 | -12 | -1 | -9
CCSCC1C(=O)C23CC1CCC2C12COC(O)C1C(C)(C)C(O)CC2OC3=O (stereo not drawn) | -5 | 9 | 0 | -4 | -8 | 3
CC1CC(=O)Nc2ccc(N=NN(C)C)cc2N1C=O (stereo not drawn) | 35 | 5 | 17 | 9 | -33 | -20
CC(C)N=C(N)/N=C(/N)Nc1cc2ccccc2c2ccccc12 | 27 | -15 | -4 | 23 | 14 | 35
Clc1ccccc1C=NCC1CCC(CN=Cc2ccccc2Cl)CC1 (stereo not drawn) | 9 | -38 | 10 | 0 | -4 | -6
CCCCN(Cc1ccccc1)C(=S)Nc1ccccc1 | 67 | 2 | 48 | 17 | 64 | 64
CS(C)=O.[Cl-].[Cl-].[NH-]CC(O)CN(Cc1ccccc1)CC(O)CN.[Pt] (stereo not drawn) | 8 | -6 | 1 | 32 | -6 | 18
CC(=O)N(C(C)=O)c1ccc2c3c(cccc13)CC2 | -1 | -19 | -4 | 0 | 8 | 3
CCCCNc1nnc(N)s1 | -28 | -34 | -24 | 5 | -2 | -10

Filtered by structure, the compounds so far with two or more sulfur atoms.
SMILES | yeast mlh1 rad18 | yeast cln2 rad14 | yeast mec2-1 | rad50 | yeast bub3 | sgs1 mgt1
N/N=C(\N)SCc1ccc(N=C=S)cc1 | 16 | 19 | 7 | -5 | 16 | 17
O=c1sc2ccccc2n1CCSCCn1c(=S)sc2ccccc21 | 20 | 26 | 4 | 55 | 8 | 34

(continued)
SMILES | yeast mlh1 rad18 | yeast cln2 rad14 | yeast mec2-1 | rad50 | yeast bub3 | sgs1 mgt1
COC(=O)C(=O)C(C(=O)C(=O)Nc1ccc(C)cc1C)c1nc2ccccc2[nH]c1=O (stereo not drawn) | 50 | -57 | 21 | 17 | 34 | 39
Nc1ccc2ccc(NS(=O)(=O)N3CCCCC3)cc2c1 | 51 | 53 | 47 | 32 | 18 | 43
O=S(=O)(N/N=C/c1ccc(/C=N/NS(=O)(=O)c2ccccc2)cc1)c1ccccc1 | 0 | 13 | -16 | -7 | -8 | -21
Cc1nc2c(Cl)cccc2c2ccccc12 | 94* | 88* | 86* | 94* | 93* | 88*
CC(C)c1ccc(CCCC(=O)O)cc1 | -3 | 19 | -3 | 29 | -22 | 10
O=C1c2ccccc2C(=O)c2c1oc1cc(O)c(Cl)cc21 | -51 | 1 | -17 | -16 | -17 | 3
S=C1NC2(CCCCCC2)NN1c1ccccc1 | 32 | 39 | 24 | 44 | 23 | 39
O=C(Nc1ccccc1C/C(=N/O)c1ccc2c(c1)OCO2)c1ccccc1 | 23 | -32 | 0 | 52 | 4 | 54
OCC1=C(CO)CC=CC1 | 29 | 2 | 10 | -21 | -3 | 2
O=C(O)/N=N\C(=O)O | -27 | -5 | -24 | -37 | -26 | -19
CC(C)(O)c1ccccc1C(C)(C)O | 2 | -21 | 11 | 8 | -11 | -9
O=C(c1cccc([N+](=O)[O-])c1)c1cccs1 | -4 | 4 | -7 | 7 | -5 | -9

Rows are unselected; 13% or so of the library scored in one or more.
